Dengue-2 NS5 capping – flavivirus cap methylation enzyme inhibition – biochemical, confirmation dose response, primary screen (AID 588689); Dengue-2 NS5 methyltransferase capping enzyme assay, biochemical; higher % means a stronger effect; one-dose inhibition, % at 25 µM; IC50 in µM for titrated hits; 340,000 tested, 0.3% active; in the data active = a potency from the dose series
NTR1 ag – NTR1-driven beta-arrestin-GFP spot formation – imaging, U2OS cells, high content, primary screen (AID 493036). agonist mode. activation, % at 20 µM. 330,000 tested, 0.17% active;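 active = activation at or above 40% of the spot to cytoplasm intensity ratio, with at least 20 cells analyzed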;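 also: 0% = DMSO without peptide and 100% = 100 nM NTR1 peptide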
Target sequence (P30989 whole entry, looked up): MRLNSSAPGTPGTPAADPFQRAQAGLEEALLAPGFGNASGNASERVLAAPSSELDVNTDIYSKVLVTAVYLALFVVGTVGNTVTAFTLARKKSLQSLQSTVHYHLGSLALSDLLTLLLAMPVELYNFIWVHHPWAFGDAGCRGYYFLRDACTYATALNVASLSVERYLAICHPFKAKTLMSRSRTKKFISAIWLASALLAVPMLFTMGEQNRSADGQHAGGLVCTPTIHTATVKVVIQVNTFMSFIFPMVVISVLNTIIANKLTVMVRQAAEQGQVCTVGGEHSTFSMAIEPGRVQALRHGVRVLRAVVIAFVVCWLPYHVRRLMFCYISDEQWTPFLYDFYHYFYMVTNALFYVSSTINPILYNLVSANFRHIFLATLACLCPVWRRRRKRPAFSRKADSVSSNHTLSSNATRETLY
UTI89 phage lysis – protection from phage-mediated lysis, alamar blue read-out – E. coli UTI89, K1F phage, bacterial capsule biogenesis inhibitors (AID 488966); E. coli UTI89 K1F phage lysis, alamar blue, 2 h; higher % means a stronger effect; one-dose inhibition, % at 100 µM; IC50 in µM for titrated hits; 340,000 tested, 0.02% active;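 active = phage lysis inhibition, versus mean bacterial control, above a set limit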;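 also: capsule biogenesis inhibitors block K1F phage lysis so surviving cells raise fluorescence; higher fluorescence means more inhibition of phage lysis; actives were called in the ten point dose series up to 300 µM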
NTR1 ag cell count 20 µM – second read-out of NTR1 ag, no call of its own (marks repeat the call); cell count; measured here: cell count, cytotoxicity flag
Dengue-2 NS5 capping pilot replicate – second read-out of Dengue-2 NS5 capping, no call of its own (marks repeat the call); inhibition, %; measured here: pilot screen replicate inhibition
Starred values were filed as active, the others as inactive; [ ] = another dose, or the depositor's remark.

SMILES	Dengue-2 NS5 capping	NTR1 ag	NTR1 ag cell count 20 µM	UTI89 phage lysis	others
CCN(CC)S(=O)(=O)c1ccc(N2CCOCC2)c(NC(=O)c2cc(Cl)c3c(c2)OCO3)c1	-4%	5.0	59	0.1%[50 µM]
CCCCNc1nnc(SCC(=O)c2c(N)n(C3CC3)c(=O)[nH]c2=O)s1	-7%	6.1	41	0.5%[50 µM]
C[C@@H]1CN([C@H](C)CO)C(=O)c2cc(NC(=O)Nc3ccc4c(c3)OCO4)ccc2O[C@H]1CN(C)Cc1ccncc1	-12%	1.5	50	0.2%	Dengue-2 NS5 capping pilot replicate=-15
COc1ccccc1C1CC(=O)Oc2c(C(C)C)ccc(C)c21 (stereo not given)	-2%	2.1	58	0.0%	Dengue-2 NS5 capping pilot replicate=-3.3
C=CCn1c(C)nnc1SCC(=O)Nc1ccccc1C(=O)NC1CC1	0%	-0.4	71	0.7%[50 µM]
COC(=O)[C@@]1(Cc2ccccc2)[C@H]2C(=O)N(C)C(=O)[C@H]2[C@H]2CN=C(SCC(=O)c3ccccc3)N21	1%	-0.3	46	0.1%	Dengue-2 NS5 capping pilot replicate=3.0
CCN(C[C@H]1N[C@@](C)(C(=O)OC)[C@H]2C(=O)N(C)C(=O)[C@@H]12)C(=O)c1ccc(F)cc1	0%	-1.7	45	0.1%	Dengue-2 NS5 capping pilot replicate=-3.6
C=CC[C@@H](CC(=O)N(CCO)Cc1ccccc1)C(=O)N[C@@H](COC(=O)[C@H](CC=C)CC(=O)OC(C)(C)C)Cc1c[nH]c2ccccc12	7%	7.4	70	0.3%
O=C1OCCN1C(=O)[C@H]1[C@H](c2ccc(Cl)cc2)C(c2cccc(Cl)c2)=NN1c1ccc(Br)cc1	-3%	1.4	66	0.0%	Dengue-2 NS5 capping pilot replicate=3.0
CN(Cc1ccccc1)C(=O)COC(=O)c1ccc(Br)c(S(=O)(=O)N2CCOCC2)c1	-4%	3.4	51	0.3%[50 µM]
COc1ccc(CCNC(=O)CN2C(=O)NC3(CCOc4ccccc43)C2=O)cc1 (stereo not given)	-3%	0.3	48	1.2%[50 µM]
Cc1ccc(C(=O)OCc2cc(=O)n3ccsc3n2)s1	-3%	-1.4	55	3.4%
CCN(CC(=O)Nc1ccc(OC)cc1)C(=O)c1ccc2c(c1)NC(=O)CS2	3%	0.6	76	-0.2%[50 µM]
O=C(COC(=O)CSc1ccc(Cl)cc1)Nc1ccc2[nH]c(=O)[nH]c2c1	10%	-0.1	52	0.0%
COc1ccc2[nH]c3c(c2c1)CCN1C(=O)C(CC(=O)NCc2cccc(C(F)(F)F)c2)C[C@H](C(=O)N2CCCCC2)[C@@]31C (stereo not given in full)	-2%	3.0	52	0.2%	Dengue-2 NS5 capping pilot replicate=-1.5
C[C@H](CO)N1C[C@H](C)[C@@H](CN(C)CC2CCCCC2)Oc2c(NC(=O)Cc3ccccc3)cccc2C1=O	0%	9.2	50	0.2%	Dengue-2 NS5 capping pilot replicate=3.0
O=C(CCS(=O)(=O)c1ccc(Cl)cc1)Nc1nccs1	4%	0.7	60	-1.9%
CCN(C[C@H]1N[C@@](C)(C(=O)OC)[C@H]2C(=O)N(C)C(=O)[C@@H]12)C(=O)c1ccccc1	-7%	-2.5	64	0.0%	Dengue-2 NS5 capping pilot replicate=-3.0
O=C(COC(=O)C12CC3CC(CC(C3)C1)C2)NCc1ccccc1	1%	4.0	45	0.1%[50 µM]
COC(=O)c1c(-c2ccc(OC)cc2)sc2ccc(OC)cc12	-2%	11	51	0.8%
COc1cc(OC)cc(C(=O)NCC(=O)OCC(=O)Nc2ccc(C)c(S(=O)(=O)N3CCOCC3)c2)c1	-1%	0.6	55	0.4%[50 µM]
O=C1CCN(Cc2ccccc2)C=C1c1ccc2ccccc2c1	-5%	-1.6	58	-0.2%
COc1ccc(CNC(=O)COC(=O)c2cccn2C)cc1	-3%	-0.1	46	-0.1%
C[C@@H]1CN([C@H](C)CO)C(=O)Cc2cc(NC(=O)CCC(F)(F)F)ccc2O[C@@H]1CN(C)C(=O)NC1CCCCC1	-10%	-1.5	71	1.4%
C[C@@H]1CN([C@@H](C)CO)C(=O)c2cc(NC(=O)C3CC3)ccc2O[C@H]1CN(C)C	-2%	-0.9	60	-1.4%

Copied from the results shown (3 entries):
SMILES	Dengue-2 NS5 capping	NTR1 ag	NTR1 ag cell count 20 µM	UTI89 phage lysis	others
C[C@@H]1CN([C@H](C)CO)C(=O)c2cc(NC(=O)Nc3ccc4c(c3)OCO4)ccc2O[C@H]1CN(C)Cc1ccncc1	-12%	1.5	50	0.2%	Dengue-2 NS5 capping pilot replicate=-15
COc1ccccc1C1CC(=O)Oc2c(C(C)C)ccc(C)c21 (stereo not given)	-2%	2.1	58	0.0%	Dengue-2 NS5 capping pilot replicate=-3.3
C=CCn1c(C)nnc1SCC(=O)Nc1ccccc1C(=O)NC1CC1	0%	-0.4	71	0.7%[50 µM]

Quoted at random: 3 records from the list, in no set order.
SMILES	Dengue-2 NS5 capping	NTR1 ag	NTR1 ag cell count 20 µM	UTI89 phage lysis	others
CN(Cc1ccccc1)C(=O)COC(=O)c1ccc(Br)c(S(=O)(=O)N2CCOCC2)c1	-4%	3.4	51	0.3%[50 µM]
C=CC[C@@H](CC(=O)N(CCO)Cc1ccccc1)C(=O)N[C@@H](COC(=O)[C@H](CC=C)CC(=O)OC(C)(C)C)Cc1c[nH]c2ccccc12	7%	7.4	70	0.3%
C[C@H](CO)N1C[C@H](C)[C@@H](CN(C)CC2CCCCC2)Oc2c(NC(=O)Cc3ccccc3)cccc2C1=O	0%	9.2	50	0.2%	Dengue-2 NS5 capping pilot replicate=3.0

Later entries:
SMILES	Dengue-2 NS5 capping	NTR1 ag	NTR1 ag cell count 20 µM	UTI89 phage lysis	others
C[C@H](CO)N1C[C@H](C)[C@@H](CN(C)S(C)(=O)=O)Oc2ccc(NC(=O)CCN3CCOCC3)cc2C1=O	-1%	3.2	55	0.1%	Dengue-2 NS5 capping pilot replicate=2.4
CC[C@@]1(C(=O)OC)N[C@H](CN(C)C(=O)C2CCCCC2)[C@@H]2C(=O)N(C)C(=O)[C@@H]21	-4%	-1.0	54	-0.4%
O=C(CSc1nnc2ccccn12)Nc1ccccc1Cl	-5%	4.3	69	-2.1%
COc1cc(CN(CC(C)C)S(=O)(=O)c2ccccc2Br)cc(OC)c1	4%	3.9	46	-0.1%	Dengue-2 NS5 capping pilot replicate=-2.4
C=CCC[C@@H](Cc1ccc(F)cc1)C(=O)OC[C@@H](Cc1c[nH]c2ccccc12)NC(=O)[C@@H](CC=C)CC(=O)N(CCO)Cc1ccccc1	-5%	13	76	-0.1%	Dengue-2 NS5 capping pilot replicate=-6.4
COc1ccc(CCNC(=O)c2ccc([N+](=O)[O-])cc2Cl)cc1OC	-6%	0.9	50	0.7%
COc1ccccc1NS(=O)(=O)c1ccc(C(=O)N2CCN(c3ccccn3)CC2)cc1	4%	1.2	58	0.0%[50 µM]
Cc1cc(C)n2nc(C(=O)OCC(=O)N(Cc3ccccc3)C(C)C)nc2n1	-2%	-1.1	53	0.7%[50 µM]
COc1ccc(CNC(=O)COC(=O)C(CCSC)N2C(=O)c3ccccc3C2=O)cc1 (stereo not given)	-1%	0.6	58	0.3%[50 µM]
C[C@H](CO)N1C[C@H](C)[C@@H](CN(C)C(=O)Nc2ccccc2)Oc2c(NC(=O)Nc3ccc(C(F)(F)F)cc3)cccc2C1=O	-2%	19	63	4.3%
CC(C)C[C@H](NC(=O)c1[nH]cnc1C(=O)N[C@@H](C)C(=O)OCc1ccccc1)C(=O)OCc1ccccc1	2%	27	51	-0.1%
O=C(COC(=O)/C=C/c1ccccc1)NC1CCCC1	-8%	2.2	68	0.6%[50 µM]
Cc1ccccc1CNC(=O)C(=O)NCC1CCCN1S(=O)(=O)c1cccs1 (stereo not given)	-4%	0.1	68	0.7%[50 µM]
O=C(Nc1cccc(Cl)c1)c1nc[nH]c1C(=O)NCCN(CCNC(=O)c1[nH]cnc1C(=O)Nc1cccc(Cl)c1)CCNC(=O)c1[nH]cnc1C(=O)Nc1cccc(Cl)c1	1%	8.8	50	0.5%
COc1cc2c(cc1OC)[C@@H](NC(=O)C(C)C)[C@H](OCc1ccccc1)C2	0%	-0.6	60	0.1%
CCN(CC(=O)NCc1ccc(Cl)cc1)C(=O)c1sccc1C	-4%	0.7	68	0.6%[50 µM]
CC[C@@]1(C(=O)OC)N[C@H](CN(C)C(=O)Nc2ccc(Cl)cc2)[C@@H]2C(=O)N(Cc3ccccc3)C(=O)[C@@H]21	2%	-1.5	48	0.2%	Dengue-2 NS5 capping pilot replicate=-0.6
C[C@H](CO)N1C[C@H](C)[C@@H](CN(C)S(=O)(=O)c2ccc(F)cc2)Oc2ccc(NS(=O)(=O)c3ccccc3)cc2C1=O	0%	-1.0	61	1.9%
CCN(C(=O)CSc1nnnn1-c1ccc(OC)cc1)C1CCS(=O)(=O)C1 (stereo not given)	-6%	4.5	59	0.5%[50 µM]
Cc1cc(Br)ccc1NC(=O)CSCc1c(C)noc1C	-4%	4.4	39	0.5%[50 µM]
C[C@H](CO)N1C[C@H](C)[C@@H](CN(C)C(=O)Nc2ccc(C(F)(F)F)cc2)Oc2ccc(NC(=O)C3CC3)cc2C1=O	-6%	-2.5	59	-0.2%	Dengue-2 NS5 capping pilot replicate=2.1
C[C@H](C[C@H](O)[C@H]1OC1(C)C)C1=C2C[C@H](O)C3[C@@]4(C)CCC(=O)C(C)(C)C4CC[C@]3(C)[C@@]2(C)CC1 (stereo not given in full)	-10%	24	50	0.5%
COc1ccc(-n2cnnc2SCC(=O)NC2CCCCC2)cc1	5%	-0.9	44	1.8%[50 µM]
Cc1cccc(C)c1NC(=O)CSc1n[nH]c(=O)n1C1CC1	-1%	-2.1	63	0.6%[50 µM]
CCC(CO)Oc1cc(NCc2ccccc2C)c2ncn(C(C)C)c2c1 (stereo not given)	-3%	-0.8	57	1.5%
(next part)
SMILES	Dengue-2 NS5 capping	NTR1 ag	NTR1 ag cell count 20 µM	UTI89 phage lysis	others
NC(=O)C1CCN(c2nc(-c3cc4ccccc4o3)cs2)CC1	-1%	2.5	69	1.5%
Cc1ccc(NC(=O)CSc2nnnn2C2CC2)cc1S(=O)(=O)N1CCOCC1	-9%	-1.2	44	1.1%[50 µM]
Cc1ccc(NC(=O)C(C)OC(=O)CSc2ccccc2)cc1 (stereo not given)	-9%	0.8	43	-1.5%
COc1ccc(CNC(=O)CC2C[C@H](C(=O)N3CCCCC3)[C@@]3(C)c4[nH]c5ccccc5c4CCN3C2=O)cc1OC (stereo not given in full)	1%	-0.7	46	0.2%	Dengue-2 NS5 capping pilot replicate=0.0
Cc1cc(C)n2nc(SC(C)C(=O)N(C)c3ccccc3)nc2n1 (stereo not given)	-5%	1.1	56	0.9%[50 µM]
O=C(NCC1COc2ccccc2O1)C1CCN(S(=O)(=O)c2ccccc2)CC1 (stereo not given)	1%	-1.5	65	0.3%[50 µM]
COc1cc2c(cc1OC)[C@@H](NC(=O)C(C)C)[C@H](O)C2	4%	0.7	73	-0.2%	Dengue-2 NS5 capping pilot replicate=3.3
CCOC(=O)c1ccccc1NC(=O)COC(=O)C(Cc1c[nH]c2ccccc12)NC(C)=O (stereo not given)	-7%	0.0	62	1.4%[50 µM]
CCOC(=O)Cc1csc(SCC(=O)Nc2ccc(C)cc2F)n1	-1%	1.5	42	0.7%[50 µM]
O=C(OCC(=O)N1CCc2ccccc2C1)c1ccc(O)cc1	2%	-1.2	58	0.8%[50 µM]
CN1C(=O)[C@H]2[C@@H](/C=C/c3ccccc3)N3C(=O)CN(Cc4ccccn4)C(=O)[C@@]3(Cc3ccccc3)[C@H]2C1=O	-6%	-2.5	55	1.4%
O=C(CCOc1cccc(Br)c1)NNC(=O)COc1ccc(F)cc1	6%	1.2	57	0.7%[50 µM]
Cc1ccc(/C=C/C(=O)OCC(=O)c2ccc3c(c2)NC(=O)CO3)o1	-3%	2.3	69	-1.8%
Cc1cc(C)n2nc(SC(C)C(=O)N3CCOCC3)nc2n1 (stereo not given)	-2%	-1.0	54	1.3%[50 µM]
CCOc1cccnc1Sc1ccccc1	0%	-1.0	46	0.6%
COc1ccc(S(=O)(=O)N2CCCCC2)cc1NS(=O)(=O)c1ccc(CNC(C)=O)cc1	-1%	2.2	70	1.0%

Assay outcomes from PubChem.

Some of the compounds tested; rates above refer to the full screens.
